# Screens from PubChem.
# zfTRPN1 agonist: agonists of zebrafish TRPN1 channel; HEK293 zebrafish TRPN1-YFP, Fluo-8 calcium fluorescence; 100% = response to 87 µM carbachol; 220,000 compounds, 0.18% hits; activation, % at 3 µM;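 active = activation above its plate's cutoff, the mean activation of test wells on that plate plus 3 SD, cut at about 19% in these data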;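 also: 0% = DMSO alone and 100% = 87 µM carbachol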
#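 Assay system: Zebrafish TRPN1-YFP in HEK293 cells | Incubation: Dye loading 1 h at 37 °C, then 30 min room temperature | Measured by: Kinetic Fluo-8 fluorescence, ex 470-495, em 515-575 nm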
# CHOP inhibitor: CHOP inhibition in unfolded protein response | 220,000 compounds, 3.8% hits | AID 2732 | CHO-K1 CHOP-promoter luciferase, tunicamycin-induced, 15-18 h | inhibition, % at 10 µM;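 active = compounds that reduced the stress-induced luciferase reporter signal by more than about 70% of percent inhibition, limit read from the data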;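 also: 0% = tunicamycin plus vehicle and 100% = wells without tunicamycin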
# TRPML3 agonist: activates the human TRPML3 channel. activation, % at 3 µM. 220,000 compounds, 0.29% hits. HEK293 TRPML3-YFP, Fluo-8 calcium fluorescence; 100% = the carbachol control signal. AID 1448;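 active = activation above its plate's cutoff, the mean activation of the plate's test wells plus 3 SD, cut at about 12% in these data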;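 also: 0% = DMSO only wells and 100% = carbachol wells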
# Target sequence (Q8TDD5 whole entry, looked up): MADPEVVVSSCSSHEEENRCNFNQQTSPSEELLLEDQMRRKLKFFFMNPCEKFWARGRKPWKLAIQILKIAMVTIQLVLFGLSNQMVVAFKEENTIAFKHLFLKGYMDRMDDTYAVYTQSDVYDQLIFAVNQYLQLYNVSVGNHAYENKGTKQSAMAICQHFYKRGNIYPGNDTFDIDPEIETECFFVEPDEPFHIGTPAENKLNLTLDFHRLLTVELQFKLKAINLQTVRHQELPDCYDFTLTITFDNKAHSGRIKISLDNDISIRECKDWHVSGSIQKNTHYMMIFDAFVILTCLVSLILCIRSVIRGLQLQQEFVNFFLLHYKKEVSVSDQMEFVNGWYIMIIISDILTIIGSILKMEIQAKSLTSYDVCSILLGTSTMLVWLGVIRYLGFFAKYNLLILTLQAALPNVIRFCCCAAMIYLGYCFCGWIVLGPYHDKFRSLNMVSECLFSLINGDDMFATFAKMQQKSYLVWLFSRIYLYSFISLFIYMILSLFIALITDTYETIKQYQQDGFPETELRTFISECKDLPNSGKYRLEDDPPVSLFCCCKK
#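 Material: TRPML3-YFP stable HEK293 cells | Dosing: One concentration, 3 µM nominal, 0.3% DMSO | Timing: 125 s total fluorescence read per well | Technique: Fluo-8 calcium dye fluorescence, ex 470-495, em 515-575 nm | Measure: Percent activation from peak-to-basal fluorescence ratio, scaled between DMSO and carbachol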
# Wee1 stabilizer: human Wee1 degradation inhibition, primary screen. 220,000 compounds, 1.2% hits. HeLa Luc-Wee1K328M stability, luciferase luminescence; 100% = proteasome inhibitor MG132 effect. P30291. AID 1321. reporter increase, % at 5 µM;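 active = activation above the mean of all tested compounds plus 3 SD, set per screening run, cut at about 8.8% in these data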;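 also: cells exposed to compound for 20 h before luminescence read; 0% = DMSO alone and 100% = MG132 at 30 µM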
# TNF death inh: blocks TNF-alpha induced death of Jurkat FADD-/- cells. Jurkat FADD-/- TNF necroptosis rescue, ATP luminescence, 24 h; 0 = TNF only, 100 = no-TNF cells. activation (protection from cell death), % at 10 µM. 220,000 compounds, 0.068% hits;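 active = activation, meaning protection from cell death, of at least 50% relative to plate controls; inactive = activation below 50%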;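 also: necroptosis triggered by 40 ng/mL TNF-alpha added together with compound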
# RBBP9 inhibitor: inhibitors of human serine hydrolase RBBP9; 220,000 compounds, 0.2% hits; O75884; recombinant RBBP9, FP-Rh probe fluorescence polarization; inhibition, % at 7.94 µM;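 active = inhibition above the campaign mean of all tested compounds plus 3 SD, cut at about 14% in these data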;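 also: plate controls were DMSO wells with RBBP9 for no effect and wells lacking RBBP9 protein for full effect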
# Target sequence (O75884 whole entry, looked up): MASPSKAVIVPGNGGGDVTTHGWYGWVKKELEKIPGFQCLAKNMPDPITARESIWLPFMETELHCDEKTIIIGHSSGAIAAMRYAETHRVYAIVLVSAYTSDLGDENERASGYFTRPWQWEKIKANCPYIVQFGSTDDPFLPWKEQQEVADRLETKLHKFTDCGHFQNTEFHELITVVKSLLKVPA
#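 Measured by – fluorescence polarization · Test system – RBBP9 protein · Input – 2.5 µM RBBP9 dispensing solution, before mixing · Measure – percent inhibition from mP, scaled between DMSO and no-protein wells · Benchmarks – DMSO-treated enzyme wells and wells lacking RBBP9 · Times – preincubation 30 min plus labeling 45 min at 25 °C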
# PPC-1+TRAIL kill: PPC-1 cancer cell killing with TRAIL present; PPC-1 cells + TRAIL, ATPLite viability luminescence; cell killing (% activity), % at 4 µM; 220,000 compounds, 0.41% hits; AID 1443;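 active = cell killing above 50% in the first pass at 4 µM, then a duplicate retest at 5 µM averaging 50% or more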;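 also: plate controls were cells with TRAIL plus DMSO for no effect and medium-only wells lacking cells for full effect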
# BaF3 parental: reduces parental Ba/F3 cell viability, JAK2V617F counter-screen; CellTiter-Glo ATP luminescence; inhibition, % at 5.6 µM; 220,000 compounds, 1.1% hits;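 active = inhibition above a per-campaign cutoff, the mean inhibition of all tested compounds plus 3 SD, cut at about 27% in these data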;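 also: 0% = DMSO wells and 100% = JAK Inhibitor I control wells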
# Ba/F3 V617F tox: lowers viability of Ba/F3 cells expressing EpoR and JAK2V617F | ATP luminescence | 220,000 compounds, 1.1% hits | inhibition, % at 5.6 µM;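 active = inhibition above the campaign mean plus 3 SD over all tested compounds, cut at about 24% in these data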;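 also: cytokine-independent growth of Ba/F3 cells driven by EpoR plus mutant JAK2; 0% = DMSO-treated cells and 100% = JAK inhibitor I control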
# An asterisk follows results filed as active; . = no result given.
SMILES,zfTRPN1 agonist,CHOP inhibitor,TRPML3 agonist,Wee1 stabilizer,TNF death inh,RBBP9 inhibitor,PPC-1+TRAIL kill,BaF3 parental,Ba/F3 V617F tox
C/C(=N\Nc1ccc([N+](=O)[O-])cc1[N+](=O)[O-])c1ccc(-n2nncc2C(C)(C)C)cc1,0.6,38,1.7,1,1.8,-5,-16,7,-3
O=C(COC(=O)COc1ccc2ccccc2c1)NC1CCCc2ccccc21 (centres undefined),-0.1,16,0.7,-1,1.2,-7,10,6,2
CC(C)(C)c1cc(CCC(=O)NN)cc(C(C)(C)C)c1O,-1.3,8,-0.6,3,0.7,-10,4,4,1
Cc1cc(OCCCCCn2ccnc2)cc(C)c1Cl,-1.0,29,-0.3,7,0.7,-9,.,5,3
COc1cc(/C=C/C(=O)N2CCN(c3n[nH]c(=O)[nH]c3=O)CC2)cc(OC)c1OC,1.3,0,1.2,-2,-0.1,-3,-10,5,0
CCN(CC)CCN(C(=O)c1ccccc1OC)c1nc2ccc(F)cc2s1,0.5,-11,1.4,2,5.1,-2,7,4,1
CCCc1cc(=O)[nH]c(SCCOc2ccc(Cl)cc2)n1,1.8,101*,0.6,2,-0.2,-1,0,3,1
Cc1ccc(CCNC(=O)C2CCCN(S(=O)(=O)c3cnc[nH]3)C2)cc1 (centres undefined),0.0,-1,0.2,-2,-0.4,1,14,-1,-3
CNC(=O)C12N=CNN=C1N(C)C(=O)N2C (centres undefined),2.6,7,0.5,5,0.3,6,3,4,-2
FC(F)(F)c1nc2ccccc2n2c(-c3ccc(Cl)cc3Cl)nnc12,0.1,28,-1.2,-1,-5.3,-8,5,1,1
CN(C)c1nc(Nc2ccc(Cl)cc2)nc(OCC#N)n1,0.3,73*,0.2,-3,-2.0,-1,7,6,1
C=CCn1cc(C(=O)OC)c(=O)c2cc(S(=O)(=O)N(CC)CC)ccc21,-0.9,-15,1.2,2,1.7,6,-12,0,-4
Cc1ccccc1C(=O)N1CCN(c2ncnc3c2cnn3-c2ccccc2)CC1,4.0,18,1.1,-1,0.9,-9,8,-1,-3
CCC1C(=O)c2ccccc2N(C)C1=O (centres undefined),1.0,12,0.3,-1,1.8,-6,-18,-1,-2
CS(=O)(=O)N1CCCC(C(=O)NCc2ccc(F)cc2Cl)C1 (centres undefined),0.3,8,0.4,-1,-0.2,-1,-4,2,-1
CCOC(=O)c1c(C)[nH]c(=S)c(C#N)c1-c1ccc(Cl)cc1,1.3,17,0.7,2,0.7,-3,4,5,-3
CC1(C)CC(O)(CCNCc2ccc3c(c2)OCO3)CCO1 (centres undefined),0.1,22,0.3,-2,0.2,-5,2,1,0
O=C(O)C1CCC(CNCc2cccnc2)CC1 (centres undefined),-0.1,.,1.1,-1,-0.1,-7,.,-1,-6
COc1ccc(-n2c(CNc3ccc(C)cc3)nnc2SCC(=O)Nc2nc(-c3ccccc3)cs2)cc1,-0.3,-5,0.4,-1,-1.1,-9,20,13,4
Cn1nc(C(=O)NCC2CCCO2)c2ccccc2c1=O (centres undefined),-0.3,26,0.9,1,0.6,-6,15,0,1
CCn1c(SCC(=O)N2CCN(C(=O)c3ccco3)CC2)nnc1C(C)C,2.0,6,0.3,-1,-1.1,-5,7,8,5
O=C(O)c1ccccc1NC(=S)NC(NC(=O)c1ccccc1[N+](=O)[O-])C(Cl)(Cl)Cl (centres undefined),0.9,1,-0.2,-2,-2.4,-10,10,5,7
CCOC(=O)c1c(C)[nH]c(C(=O)OCC(=O)Nc2cc(Cl)ccc2OC)c1C,0.1,78*,-0.1,-2,-0.4,-2,19,10,5
O=C(O)c1nc(-c2ccccc2)n(-c2cccc(C(F)(F)F)c2)n1,-0.1,-18,0.2,-2,-0.3,1,27,-1,-5
Cc1ccc(S(=O)(=O)Nc2ccc(-c3cn4ccc(C)cc4n3)cc2)cc1,-3.4,25,0.2,-1,2.5,-8,-18,8,3
O=C(N/N=C/c1ccncc1)C12CC3CC(CC(C3)C1)C2,1.1,-21,0.4,1,-0.2,-12,-12,2,-5
CCN(CC)S(=O)(=O)c1cc([N+](=O)[O-])ccc1NNC(=O)Nc1ccccc1OC,-2.1,41,0.1,1,1.0,-7,4,1,-1
COc1ccc(N2C(=O)NC3CC2(C)Oc2ccccc23)cc1OC (centres undefined),1.0,6,0.1,2,-7.4,-6,14,1,-5
CCOC(=O)N1CCC(NC(=O)C(NS(=O)(=O)c2ccc3c(c2)CCN3C(C)=O)C(C)C)CC1 (centres undefined),-0.5,-9,-0.1,0,1.8,-12,15,3,3
O=C(CCC1CCCN(C(=O)c2ccoc2)C1)NCc1ccccc1F (centres undefined),-0.7,10,0.4,-2,0.7,-10,2,-2,-2
O=C(c1ccc(N2C(=O)CCC2=O)cc1)N1CCOCC1,0.2,-1,1.3,-4,0.9,-5,4,3,-1
CC(C)CCN(C(=O)Nc1ccc(Cl)cc1)C1CCN(C(C)C)CC1,1.1,-15,-0.6,0,2.8,-6,8,4,-1
Cc1ccccc1N/C(SCc1ccc(Cl)cc1)=C(/C#N)C(N)=O,0.1,43,0.0,-1,5.5,-2,20,5,-5
CCN(CC)S(=O)(=O)c1cccc2cccnc12,-0.2,-3,0.4,-2,0.3,-11,-14,2,-3
CC1CCC(C(C)C)C(OP(=O)(c2ccc(N(C)C)cc2)C(O)c2cccnc2)C1 (centres undefined),-0.2,28,0.7,0,-2.1,-2,10,6,5
O=C(N/N=C1/CC(c2ccccc2)Oc2ccccc21)C1CC1 (centres undefined),-1.3,93*,0.8,3,0.5,-5,2,1,-5
Cc1ccc2nc(C)c(C(=O)N/N=C/c3ccc(C(=O)O)cc3)cc2c1,1.6,-6,0.8,-2,0.5,-5,21,1,1
Cc1cc(=O)[nH]c(SCC(=O)Nc2ccnc3ccccc23)n1,-0.9,21,0.3,-3,0.6,-1,16,6,2
CCOC(=O)c1cn2nc(Oc3ccccc3)ccc2n1,-1.5,-4,0.2,3,-1.4,-8,6,-4,2
COc1ccc(CC(NC(C)=O)C(=O)NC2CCN(C(=O)c3ccc(OC)c(OC)c3)CC2)cc1OC (centres undefined),1.2,-16,1.3,-3,0.2,-3,-15,10,-3

# Not a retest: entries from further up.
SMILES,zfTRPN1 agonist,CHOP inhibitor,TRPML3 agonist,Wee1 stabilizer,TNF death inh,RBBP9 inhibitor,PPC-1+TRAIL kill,BaF3 parental,Ba/F3 V617F tox
CC(C)CCN(C(=O)Nc1ccc(Cl)cc1)C1CCN(C(C)C)CC1,1.1,-15,-0.6,0,2.8,-6,8,4,-1
Cc1ccccc1N/C(SCc1ccc(Cl)cc1)=C(/C#N)C(N)=O,0.1,43,0.0,-1,5.5,-2,20,5,-5
CCN(CC)S(=O)(=O)c1cccc2cccnc12,-0.2,-3,0.4,-2,0.3,-11,-14,2,-3
CC1CCC(C(C)C)C(OP(=O)(c2ccc(N(C)C)cc2)C(O)c2cccnc2)C1 (centres undefined),-0.2,28,0.7,0,-2.1,-2,10,6,5
O=C(N/N=C1/CC(c2ccccc2)Oc2ccccc21)C1CC1 (centres undefined),-1.3,93*,0.8,3,0.5,-5,2,1,-5
Cc1ccc2nc(C)c(C(=O)N/N=C/c3ccc(C(=O)O)cc3)cc2c1,1.6,-6,0.8,-2,0.5,-5,21,1,1
Cc1cc(=O)[nH]c(SCC(=O)Nc2ccnc3ccccc23)n1,-0.9,21,0.3,-3,0.6,-1,16,6,2
CCOC(=O)c1cn2nc(Oc3ccccc3)ccc2n1,-1.5,-4,0.2,3,-1.4,-8,6,-4,2
COc1ccc(CC(NC(C)=O)C(=O)NC2CCN(C(=O)c3ccc(OC)c(OC)c3)CC2)cc1OC (centres undefined),1.2,-16,1.3,-3,0.2,-3,-15,10,-3

# Further structures:
SMILES,zfTRPN1 agonist,CHOP inhibitor,TRPML3 agonist,Wee1 stabilizer,TNF death inh,RBBP9 inhibitor,PPC-1+TRAIL kill,BaF3 parental,Ba/F3 V617F tox
CN1CCN(c2ccc(NC(=O)Cc3ccccc3)cc2)CC1,0.1,4,0.8,-3,-0.8,6,11,6,4
COC(=O)c1cccc(NC(=O)CN2CCN(Cc3ccccc3)CC2)c1,0.1,-20,0.6,7,-0.7,-8,-10,4,-4
O=C(Oc1ccc2ccc(=O)oc2c1)C1CCCCC1,-1.1,32,0.3,2,1.2,0,12,8,-2
Cn1c(SCC(=O)n2c3c(c4ccccc42)CCCC3)nnc1-c1ccccc1,0.4,47,0.4,-3,0.0,-1,11,1,-3
CCN=C1SC(CC(=O)NC(C)c2ccccc2)C(=O)N1CC (centres undefined),0.5,11,-0.5,-1,0.3,4,-6,-3,-4
O=C(O)[C@H](Cc1ccccc1)NC(=O)C(c1ccccc1)(c1ccccc1)c1ccccc1,-0.2,3,0.2,-1,-1.3,5,-12,0,1
COC(=O)c1c(C)nc2ccccc2c1C(=O)O,0.8,30,0.6,-2,0.8,0,13,3,-3
COC(=O)c1ccc(NC(=S)NNC(=O)CC(C)C)cc1,1.3,-8,1.1,10*,1.8,-6,5,4,0
Cc1ccc(N2C(=O)CC(Sc3ccccc3C(=O)O)C2=O)cc1 (centres undefined),-0.9,51,-0.1,-2,0.9,-2,1,-1,-4
O=C(O)C(c1ccccc1)C1(O)CCCC1 (centres undefined),0.4,5,0.7,1,-2.4,-5,-8,5,-1
Cc1sc2nc(-c3cccnc3)nc(Cl)c2c1-c1ccccc1,-1.5,22,1.3,0,-1.9,-2,-13,2,-3
CC(=O)c1ccc(OCC(O)CNCc2ccc3c(c2)OCO3)cc1 (centres undefined),0.8,24,1.2,-3,4.9,-10,3,0,-1
CCOc1cc(NC(=O)CC(C)C)c(OCC)cc1NC(=O)CCn1nnc2ccccc21,-0.8,11,0.7,-3,0.7,-13,4,6,4
Cc1cc(NC(=O)c2cccc([N+](=O)[O-])c2)no1,1.5,35,1.1,5,2.1,0,-6,3,-4
Cc1ccc(NC(=O)CSc2ccccc2NC(=O)c2cccc(Cl)c2)cc1Cl,2.1,57,0.5,-4,2.1,-5,33,-2,-1
C=CCn1c(SCC(=O)Nc2cc(C)nn2-c2ccccc2)nnc1C1CCCCC1,-1.2,-6,0.2,1,3.2,-13,22,5,4

# Random draw from the library; about 6.8% have a hit in one of these screens.
